# Screens from PubChem BioAssay.
# CDK5 p35 inh – inhibitors of human CDK5/p35 kinase, primary screen, biochemical, single concentration; Recombinant CDK5/p35, ADP-Glo luminescence, 60 min; AID 488839, 2010; inhibition, % at 10 µM; Cyclin-dependent kinase 5 (Homo sapiens) + Cyclin-dependent kinase 5 activator 1 (Homo …; 0.01% of 330,000 active;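 active = highest replicate inhibition of at least 50% and at least 75% of replicates reaching 50%; inconclusive = only one of the two criteria met; inactive = both criteria failed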;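 also: plate controls were DMSO neutral control for no effect and GW8510 at 10 µM for full effect; many of its hits are not listed in these tables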
# Target sequence (Q00535 whole entry, looked up): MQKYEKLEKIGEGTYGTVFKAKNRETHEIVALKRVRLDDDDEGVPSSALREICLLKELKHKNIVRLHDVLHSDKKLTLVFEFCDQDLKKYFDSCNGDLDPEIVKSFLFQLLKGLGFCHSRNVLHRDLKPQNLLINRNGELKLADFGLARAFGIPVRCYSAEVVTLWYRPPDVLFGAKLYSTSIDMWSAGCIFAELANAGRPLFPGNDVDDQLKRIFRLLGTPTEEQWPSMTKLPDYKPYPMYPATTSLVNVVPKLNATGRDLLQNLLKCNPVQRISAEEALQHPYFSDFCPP
# Target sequence (Q15078 whole entry, looked up): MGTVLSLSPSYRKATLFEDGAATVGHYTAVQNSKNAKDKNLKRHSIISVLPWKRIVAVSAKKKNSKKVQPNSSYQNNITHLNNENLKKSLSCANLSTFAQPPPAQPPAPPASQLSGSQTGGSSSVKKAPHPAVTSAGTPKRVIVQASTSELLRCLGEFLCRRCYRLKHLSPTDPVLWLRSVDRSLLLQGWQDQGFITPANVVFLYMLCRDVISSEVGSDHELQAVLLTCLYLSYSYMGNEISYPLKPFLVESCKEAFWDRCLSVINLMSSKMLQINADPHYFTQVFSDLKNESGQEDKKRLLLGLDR
# Mot1-301 SUMO – yeast Mot1-301 growth rescue at high temperature, primary screen, SUMOylation pathway inhibitor project, S. cerevisiae, ATP luminescence, 38.5C | S. cerevisiae Mot1-301 growth rescue; percent above DMSO median, 100 means doubled | growth rescue, % at 18.8 µM | 1% of 320,000 active;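 active = every valid replicate shows activation above 250% relative to neutral control wells; inactive = the rest, any valid replicate at or below 250%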;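 also: OY570 slx delta 5 strain wells were the positive control but not used for scaling; some compounds called inactive have numbers as strong as hits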
# dFosB activator – activators of delta FosB homodimer, primary screen, biochemical, fluorescence polarization, TAMRA-CDK5 oligo, single point; Protein FosB (Mus musculus), P13346; purified delta FosB; percent of positive-control signal above neutral wells; activation, % at 25 µM; 0.99% of 340,000 active; AID 493131, 2011;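 active = mean activation above about 17%, with every replicate also reaching it, limit read from the data, passing the limit was not always enough; inconclusive = only one of the two conditions met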;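 also: fluorescence polarization rise as delta FosB binds a TAMRA Cdk5 AP-1 oligo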
# Target sequence (P13346 whole entry, looked up): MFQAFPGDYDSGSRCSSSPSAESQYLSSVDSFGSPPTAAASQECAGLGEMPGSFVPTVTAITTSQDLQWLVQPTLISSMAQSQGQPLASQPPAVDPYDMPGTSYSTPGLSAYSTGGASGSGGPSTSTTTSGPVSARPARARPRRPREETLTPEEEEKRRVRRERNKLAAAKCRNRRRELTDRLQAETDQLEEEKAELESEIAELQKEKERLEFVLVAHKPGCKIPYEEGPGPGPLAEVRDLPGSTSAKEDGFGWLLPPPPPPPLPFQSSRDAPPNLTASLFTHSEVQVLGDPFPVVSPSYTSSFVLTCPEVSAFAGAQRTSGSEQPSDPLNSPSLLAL
# RTF Ca sens inh – cardiac RTF calcium sensitivity inhibitors, primary screen, biochemical, IANBD-TnC fluorescence, EC70 calcium. IANBD-labeled cardiac RTF, Ca2+ fluorescence. inhibition, % at 7.15 µM. 0.12% of 340,000 active. AID 493244, 2011;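 active = inhibition above the mean inhibition of all tested compounds plus 3 SD, cut at about 17% in these data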;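 also: assay run at fixed EC70 calcium of 1.6 mM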
# Rtt109 HAT inh – inhibitors of C. albicans Rtt109/Vps75 HAT, primary screen, biochemical, ThioGlo CoA-SH fluorescence, plate reader | purified Rtt109/Vps75, 4 h | inhibition, % at 34.9 µM | 0.16% of 330,000 active | AID 540336, 2011;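 active = inhibition of at least 50% in every replicate; inconclusive = best replicate reaches 50% inhibition but some replicates fall short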
# NSD2 HMT inh – NSD2 histone methyltransferase inhibitors, primary screen, biochemical, AlphaScreen, single concentration, set 2; Histone-lysine N-methyltransferase NSD2 (Homo sapiens), O96028; NSD2 peptide methylation, 120 min; inhibition, % at 12.5 µM; 0.54% of 310,000 active; in the data active = inhibition above about 50%
# Keap1 Nrf2 FP – Keap1-Nrf2 protein-protein interaction inhibitors, primary screen, biochemical, fluorescence polarization, single point | Keap1 Kelch-Nrf2 peptide fluorescence polarization, 1536-well | AID 504523, 2011 | inhibition, % at 9.4 µM | Kelch-like ECH-associated protein 1 (Homo sapiens), Q14145 | 0.15% of 340,000 active; in the data active = inhibition above about 12%; inconclusive = no clear call, values can overlap the other calls; inactive = below about 7.3%;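 also: human Keap1 Kelch domain with fluorescein labeled Nrf2 9mer peptide probe; 0% = neutral control wells and 100% = peptide positive control; higher means more block of Keap1 binding to Nrf2 peptide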
# LANA DNA inh – inhibitors of KSHV C-LANA binding to DNA, primary screen, biochemical, fluorescence polarization, FAM-LBS DNA, MBP-C-LANA, single point; Kaposi's sarcoma herpesvirus LANA C-terminal domain (residues 932-1162) DNA binding; AID 504423, 2011; inhibition, % at 9 µM; 0.078% of 340,000 active;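 active = highest replicate inhibition at or above 60% at 9 µM, even if other replicates fall short; inactive = all replicates below 60% inhibition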;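 also: 0% = neutral control wells and 100% = 4 µM acridine orange control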
# PvdQ acylase – P. aeruginosa PvdQ acylase inhibitors, primary screen, biochemical, fluorescence, plate reader and imaging, single point; 0.063% of 340,000 active; inhibition, % at 10 µM; PvdQ acylase [Pseudomonas aeruginosa LESB58]; AID 488965, 2010; purified PvdQ acylase; in the data active = inhibition above about 30%, passing the limit was not always enough; inconclusive = no clear call, values can overlap the other calls;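 also: 0% = vehicle neutral wells and 100% = reference inhibitor wells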
# PfHsp90 yeast 2 – growth inhibition of PfHsp90-expressing yeast, primary screen, antimalarial PfHsp90 inhibitor project, S. cerevisiae, BacTiter-Glo luminescence, single point, set 2. inhibition, % at 9.4 µM. BacTiter-Glo ATP, 48 h; yeast lacking PDR1 and PDR3 efflux regulators. 0.32% of 310,000 active;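 active = every replicate shows inhibition above about 80%, whatever the replicate mean, limit read from the data; inconclusive = mean inhibition reaches the set limit but some replicate falls short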;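 also: 0% = DMSO neutral controls and 100% = 20 µM radicicol positive controls; yeast relying on Plasmodium falciparum Hsp90 in place of its own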
# cardiac RTF act – cardiac RTF calcium sensitivity activators, primary screen, biochemical, IANBD-TnC fluorescence, EC20 calcium. Troponin I, cardiac muscle (Homo sapiens) + Troponin T, cardiac muscle (Homo sapiens) + …. activation, % at 7.2 µM. IANBD-labeled TnC RTF fluorescence at EC20 calcium; 0% EC20 calcium, 100% full calcium. 0.24% of 340,000 active. AID 493008, 2010;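 active = activation above the mean over all tested compounds plus 3 SD, cut at about 30% in these data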;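 also: rise in fluorescence read as greater calcium sensitivity of cardiac thin filaments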
# The depositor's hits bear a star; ? = inconclusive; . = no result given. Hits appear at their usual frequency. About 3.2% of those tested had a hit in this group.
SMILES,CDK5 p35 inh,Mot1-301 SUMO,dFosB activator,RTF Ca sens inh,Rtt109 HAT inh,NSD2 HMT inh,Keap1 Nrf2 FP,LANA DNA inh,PvdQ acylase,PfHsp90 yeast 2,cardiac RTF act
CC(=O)NC(CC(=O)NC(C)c1ccc(Cl)cc1Cl)c1ccccc1 (stereo not given),2.8,7,-7,-3,8,-2,-1,-1.3,-19,0,1
COc1ccc([C@@H]2[C@@H]3C(=O)N(C(C)(C)C)C(=O)[C@@H]3[C@]3(Cc4ccc(Cl)cc4)C(=O)N(c4ccc(OC)cc4)C(=O)N23)cc1,0.2,-8,2,-6,7,.,-3,2.0,-9,0,-4
O=C(NCc1ccc2c(c1)OCO2)c1c(-c2ccccc2)sc2ccccc12,-2.4,-2,-4,4,6,.,0,0.2,-24,.,4
COc1ccccc1C(O)c1nccn1C (stereo not given),0.5,180,-1,-6,-4,-1,-1,0.9,-14,14,-1
Cc1cccc(NS(=O)(=O)c2cc(Cl)ccc2Cl)n1,-1.7,-11,-13,-5,6,0,-4,-2.1,-7,-9,-3
Cc1ccc(C(=O)/C=C\Nc2ccc(C)c(C)c2)cc1,-1.0,-6,4,-9,-1,.,2,2.1,-2,-2,2
Cc1coc2c(C)c3oc(=O)cc(-c4ccccc4)c3cc12,0.6,-2,3,-3,-2,0,-5,-0.5,-11,-21,2
NC(=O)C1CCN(C(=O)CCNS(=O)(=O)c2ccccc2F)CC1,0.0,-2,-2,-3,5,-2,1,1.4,0,12,-4
COc1ccc(-c2nn3c(COc4ccccc4)nnc3s2)cc1OC,1.7,-3,-30,-8,-4,-1,1,-0.3,6,-27,-2
O=C(NCCCCNC(=O)c1c(F)c(F)c(F)c(F)c1F)c1c(F)c(F)c(F)c(F)c1F,-1.3,6,1,-3,-3,-2,2,-0.8,-1,-7,2
O=C(CSc1cccc(C(F)(F)F)c1)Nc1cc(S(=O)(=O)N2CCCC2)ccc1Cl,2.0,0,-5,0,4,-3,-3,-0.3,-16,-2,4
COc1ccc2c(c1)-c1nc(/N=C/c3ccc(O)c(OC)c3)sc1CC2,2.0,-15,3,-2,3,.,-2,0.2,5,9,3
CCOC(=O)c1ccc(OS(=O)(=O)c2ccccc2)c(OC)c1,2.0,-5,-2,-1,1,-6,-1,0.3,-9,20,-5
Cc1csc(SCC(=O)c2c(N)n(CC(C)C)c(=O)n(C)c2=O)n1,-0.6,-14,-2,-3,5,-1,-4,0.8,-24,.,-2
O=Cc1ccc(-n2cccn2)cc1,-0.5,-5,-3,-7,-6,5,1,-1.4,-7,.,1
Cc1nnc(SCC(=O)Nc2ccc3c(c2)OCO3)[nH]c1=O,-2.1,-10,6,9,1,3,-2,5.5,6,50,0
CCS(=O)(=O)N1CCCC(C(=O)c2ccc(OC)cc2C)C1 (stereo not given),0.1,-4,-4,0,-8,5,4,2.5,-4,-19,-1
CN(CC(=O)NC(=O)NC1CCCCC1)CC(=O)Nc1ccc(OC(F)(F)F)cc1,0.3,10,-15,-4,-2,5,5,-0.4,-3,-3,0
O=S(=O)(c1ccc2nc(SCc3ccc(Cl)cc3)[nH]c2c1)N1CCOCC1,0.1,11,-2,0,12,-1,3,2.3,-9,25,-3
COc1ccc(NC(=S)NCCc2ccc(F)cc2)c(OC)c1,-0.1,19,-1,3,0,0,-7,-0.1,-2,6,15
C#CCOCCOCCOCCNc1nc(N2CCN(C(=O)CCCCCCCCCCNC(=O)[C@H](CCCCN)n3cc(C)nn3)CC2)nc(N2CCN(C(=O)CCCCCCCCCCNC(=O)[C@@H]([C@H](C)O)n3cc(C)nn3)CC2)n1,-1.1,-7,-216,-3,?,.,-11,0.2,1,15,0
Cc1occc1C(=O)NNC(=O)Cc1ccccc1,-2.3,-7,3,-7,2,0,1,-0.3,11,-1,0
CCOC(=O)c1ccccc1NC(=O)CSc1nnc(C(C)C)n1CC,-1.1,19,-3,-6,-2,1,2,-0.4,0,38,1
COC(=O)[C@@]1(C)[C@H]2C(=O)N(Cc3ccccc3)C(=O)[C@H]2[C@H]2CN=C(SCC(=O)c3ccccc3)N21,-3.7,.,1,-2,-2,.,-6,-0.8,-18,8,3
Cc1ccc(C2(C)CC(C)(C)N(C(=O)CSc3nnc(C)s3)c3ccccc32)cc1 (stereo not given),-3.3,166,-4,-5,24,28,2,0.1,0,19,-9
Nc1nc(SCC(=O)O)[nH]c(=O)c1NC(=O)c1ccccc1F,-0.6,.,0,1,-1,-3,0,0.6,-1,.,-4
COc1ccccc1C(=O)O/N=C(/C)c1ccc(N2C(=O)C3CCCCC3C2=O)cc1 (stereo not given),-0.1,183,-16,1,3,0,0,-0.3,-16,1,-3
O=S1(=O)N=CN(Cc2cccc(F)c2)c2ccccc21,0.4,-8,-3,-11,2,-3,-3,-0.2,-1,12,-3
O=C(Nc1ccc2[nH]ccc2c1)c1ccccc1,4.4,-10,1,-9,-3,0,-2,0.0,-19,7,-6
COc1cccc(-c2nc(-c3ccccc3)nc(N3CCN(C)CC3)c2C#N)c1,-1.6,35,-7,5,-3,3,-3,-1.1,-4,-16,1
COc1cccc(CC(=O)Nc2nc(C)cs2)c1,-2.0,-10,2,5,2,-1,-1,-0.4,3,7,5
O=C(/C=C/c1ccco1)N(Cc1cccc(F)c1)C1CCS(=O)(=O)C1 (stereo not given),0.5,-3,-10,-1,0,-2,-7,-0.6,-11,-15,-3
COCCSc1nnc(NC(=O)CCS(=O)(=O)c2ccccc2)s1,-3.0,-8,-2,0,6,-2,0,-0.8,-8,29,-4
O=C(Cn1c(=O)sc2ccccc21)Nc1ccc(S(=O)(=O)N2CCCC2)cc1,1.3,14,-4,-6,-1,-1,-5,-1.0,-4,7,0
CC(C)NC(=O)c1[nH]nc2c1CCc1ccccc1-2,1.2,183,-6,-3,3,.,-1,-4.1,20,4,-7
COc1ccc2cc3cc(C(=O)N4CCN(c5ccccc5)CC4)oc3nc2c1,-0.8,42,-1,1,-1,-2,3,0.3,9,.,4
O=C(NCCN1CCN(C(=O)c2cccc(Br)c2)CC1)C(=O)NCc1ccccc1,1.4,-21,-1,0,6,-2,2,0.5,-5,4,-3
Cc1ccccc1NC(=S)N=Nc1c(O)n(C)c2ccc(S(=O)(=O)N3CCOCC3)cc12,0.5,-7,-6,-3,5,-1,5,0.9,-5,-16,-2
c1ccc(CSc2ncnc3c2ncn3C2CCCCO2)cc1 (stereo not given),-1.0,.,-11,-18,1,-1,-2,0.2,-12,-14,-7
O=[N+]([O-])c1cc(C(F)(F)F)cc([N+](=O)[O-])c1NN=C1CCCCC1,0.4,20,-3,-12,-7,7,-1,0.5,2,13,-3
O=C(O)c1cccc(NS(=O)(=O)c2ccc(NC(=O)c3ccco3)cc2)c1,-2.0,6,0,.,4,0,-3,2.4,-14,9,.
C=CCNC(=O)CN1CCC(c2nc3ccccc3[nH]2)CC1,1.3,-7,0,1,2,-1,1,-0.5,-3,-1,0
COc1ccc(S(=O)(=O)N2CCOCC2)cc1NC(=O)CCNC(=O)c1ccc(Br)cc1,0.5,-4,-4,-7,2,1,-3,-0.7,-18,.,1
COc1ccc(S(=O)(=O)NCc2cccnc2)cc1Br,-0.3,9,-2,-4,4,-1,-1,-5.0,-14,-4,-5
COc1ccc(OC)c(C(=O)CN2C(=O)NC(C)(c3ccccc3)C2=O)c1 (stereo not given),-0.5,-6,-1,-17,-11,4,2,0.9,-6,.,7
COc1cccc(OC)c1OCCN(C)C,0.2,-11,4,4,-13,-1,1,0.1,-1,-11,-2
O=C(CCCOc1ccc(Cl)cc1Cl)NNC(=O)c1ccc(NC(=O)c2ccccc2)cc1,-0.6,13,?,11,-2,-1,1,-0.7,2,7,8
CN(C(=O)COc1ncnc2c1cnn2-c1ccccc1)C1CCCCC1,1.5,82,-7,-5,-4,4,-3,0.5,-18,-2,2
Cc1cc(NC(=O)Nc2ccc(Cl)c(Cl)c2)no1,-8.5,6,-3,-5,-3,-3,-5,0.0,-7,-7,-3
CC(C)[C@@H](CO)NS(=O)(=O)c1ccc(Br)cc1F,-0.2,.,2,1,-4,.,-2,1.6,-11,-6,-1

# Next part:
SMILES,CDK5 p35 inh,Mot1-301 SUMO,dFosB activator,RTF Ca sens inh,Rtt109 HAT inh,NSD2 HMT inh,Keap1 Nrf2 FP,LANA DNA inh,PvdQ acylase,PfHsp90 yeast 2,cardiac RTF act
Cc1oc(-c2cccc(Cl)c2)nc1CSCC(=O)O,0.3,-1,2,-6,10,.,-1,-0.5,-12,-11,-4
CC(=O)c1ccc(OC(=O)C(CCS(C)(=O)=O)N2C(=O)c3ccccc3C2=O)cc1 (stereo not given),-0.9,-8,-10,-4,-3,-2,-4,-0.4,-12,.,-2
Cc1ccc2cc(CCNC(=O)c3ccc4c(c3)OCO4)c(=O)[nH]c2c1C,-2.5,-10,-13,-2,-6,.,-1,-1.9,-19,-6,0
CCCn1c(=O)c(C(=O)NNS(=O)(=O)c2ccc(NC(=O)OC)cc2)c(O)c2ccccc21,-0.4,2,0,-11,0,-1,-2,-1.2,3,15,0
CCOC(=O)c1cnc(-n2nc(C)cc2C)nc1NCCc1ccccc1,-2.0,5,-21,2,-4,8,5,13,-4,-36,-4
CCN(CC)S(=O)(=O)c1ccc2oc(Nc3ccc(OC)cc3OC)nc2c1,-0.9,3,1,-1,1,2,-8,0.4,-4,4,12
Cc1cccn2c(=O)c3cc(C(=O)N4CCN(C(=O)c5ccco5)CC4)n(C)c3nc12,0.2,-1,-5,-2,-58,.,0,1.9,-9,-23,1
CCc1cc(CNC(=O)c2ccc3nc(Cc4ccc(OC)c(OC)c4)oc3c2)on1,-0.9,-5,-10,-2,-3,0,-5,1.5,-15,-7,1
CCc1ccc(N2C(=O)CN(Cc3cccs3)C2=S)cc1,-0.1,34,-7,-4,-3,-1,-1,-1.2,-5,7,-5
Cc1ccsc1/C=N/NC(=O)CO,-1.3,14,3,-1,0,.,-5,-1.0,-10,-16,-8
CCOC(=O)[C@@H]1[C@H]2COc3ccc(Br)cc3[C@H]2N2C(=O)N(c3ccc(Br)cc3)C(=O)[C@]12C,1.0,-12,1,-2,5,.,3,-3.8,0,5,-7
